Screens (PubChem)
KDM5B inhibitor: Primary screen for KDM5B Histone Demethylases FDH-coupled qHTS; Lysine-specific demethylase 5B (Homo sapiens), Q9UGL1; Potency, µM (top dose mostly 57.7 µM), inactives show at the highest dose activity change, negative = inhibition, most hits filed as inhibitors; KDM5B demethylase, FDH-coupled NADH fluorescence (FDH is formaldehyde dehydrogenase); 2.6% of 220,000 active; AID 1347165, 2019; active = well fitted inhibition curve with a large enough effect; inconclusive = small, poorly fitted or top-dose-only effect; inactive = no such curve, though single readings can be large or run the other way; note: 0% is about no effect; nearly all actives have a fitted effect of over 70% in size
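Coupled FDH/NAD⁺ fluorescence readout. KDM5BΔAP 200 nM final; compound titration, 10 min RT preincubation; substrate mix 12.5 µM H3K4me3, 25 µM 2-OG, 50 µM Fe(II), 100 µM ascorbate, 0.25 mM NAD⁺, 0.25 U/mL FDH; ΔRFU over 30 min.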
Numbers without * were called inactive; i = inactive; ? = inconclusive; [ ] = dose if it differs, or a comment. Potency is the fitted concentration of half-maximal effect. Only part of the results is shown; the hit share may differ from the screen's.

SMILES | KDM5B inhibitor
COc1ccccc1Nc1nc(-c2ccccc2)cs1 | 4.9%
CCC(NC(=O)c1cc(C(C)C)nn1C)c1ccc(S(C)(=O)=O)cc1 (stereo not drawn) | 31.3%
COc1ccc(/C=N/NC(=O)c2cccc3ccccc23)c(OC)c1OC | ?
CCCc1noc(CN(C)C(=O)[C@@]23CNC[C@@H]2CN(Cc2ccccc2)C3)n1 | -27.0%
CC(C)(CN)C12CC3CC(CC(C3)C1)C2 | 9.1%
CC(C)Cc1cc(C(=O)N[C@H](C2CCNCC2)C2CC(O)C2)nc(N)n1 (stereo partly drawn) | 22.4µM*
CC(C)c1nn2c(=O)cc(COC(=O)c3ccc(NC(=O)COc4ccccc4)cc3)nc2s1 | -2.7%
O=C(COc1ccc(F)cc1)Nc1ccc(Cl)c(-c2nc3ccccc3[nH]2)c1 | ?
O=C(Nc1cccc(C(F)(F)F)c1)O[C@@H]1CO[C@H]2[C@@H]1OC[C@@H]2Nc1nccc(-c2ccc(-c3ccccc3)cc2)n1 | ?
CCOc1ccccc1CN1CCc2nc(N3CCN(c4ccccc4F)CC3)ncc2C1 | ?
CC(=O)c1ccc(N2CCN(C(=O)CCc3nnc4n(C)c(=O)c5sccc5n34)CC2)cc1 | -16.7%
COc1ccccc1CNC(=O)c1ccc2c(c1)nc(C)n2-c1ccc(Br)cc1 | -12.6%
CC(=O)N(C1CC1)C1CCOC2(CCN(C(=O)c3nn(C)c4ccccc34)CC2)C1 (stereo not drawn) | -22.9%
CCOc1ccccc1CNC(=O)c1ncoc1-c1cccc(OC)c1 | -8.5%
Cc1ccc(C)c(S(=O)(=O)c2nnn3c2nc(NCCCOC(C)C)c2ccccc23)c1 | ?
CCN(CC)C(=O)c1ccc2oc(CN3CCN(C(=O)Nc4cccc(F)c4)CC3)nc2c1 | -6.0%
COCCNc1ncc(-c2ccc(F)cc2)c2c1OCC2 | 31.6µM*
COc1cc(C(=O)N2CCN(c3nccs3)CC2)cc(Cl)c1OCC(C)C | 11.5%
COc1ccc(-c2nc(S(=O)(=O)c3ccc4c(c3)OCCO4)c(N(C)C)o2)cc1OC | -10.4%
CCOc1ccc(NC(=O)CCc2nc3cccnc3n2-c2ccccc2)cc1 | ?
CCOCCCn1c(=N)c(S(=O)(=O)c2ccc(C)cc2)cc2c(=O)n3ccccc3nc21 | -165.1%
O=S(=O)(Nc1nc2ccccc2nc1NC1CC1)c1ccccc1 | ?
Cc1cccc(Cl)c1NC(=O)Cn1c(C)cc2nc3n(c(=O)c21)CCCCC3 | -9.2%
CCc1cc(=O)n(CC(=O)N2CCN(c3ccc(OC)cc3)CC2)c(N2CCOCC2)n1 | -17.9%
CCNC(=O)N1CCc2c(sc3ncnc(N(C)C)c23)C1 | -42.1%
Cc1ccc(C(=O)NCCCn2ccnc2)cc1C | 23.9%
COc1ccccc1C(=O)Nc1ccc(Nc2ccccc2)cc1 | 8.4%
COc1ccc(-c2nnc(SCC(=O)NC3CCCC3)n2C)cc1 | 18.4%
O=C(CN1C(=O)NC2(CCOCC2)C1=O)NCCC1=CCCCC1 | 0.5%
O=C(NCCC1=CCCCC1)C12CC3CC(CC(C3)C1)C2 | -7.0%
O=C(c1ccccc1)N1Cc2ccccc2CC2(CCCCN2Cc2ccncc2)C1 (stereo not drawn) | -3.9%[115 µM]
COc1ccc(C(C#N)(CCC#N)C(C)C)cc1OC (stereo not drawn) | 18.8%
Cc1ccc(NC(=O)Nn2cnnc2)cc1Cl | 5.7%
CN(/C=C/C(=O)C(F)(F)F)CC(=O)O | -15.3%
CC(C)c1ccc(CCC(=O)NC2CC(C)(C)NC(C)(C)C2)cc1 | 3.8%
Cc1nc(-c2ccc(F)cc2)n(CC(=O)Nc2cccc(Cl)c2)c(=O)c1CCO | -5.6%
NCc1ccccc1-c1nc2c([nH]1)CCNC2C(=O)O (stereo not drawn) | ?
COc1ccc(/C=C/CN2CCC(CCC(=O)Nc3ccccc3Cl)CC2)cc1 | 20.2%
CC(C)(C)OC(=O)N1CCC(c2c(C(=O)NCc3ccccc3)cnn2-c2cccc(F)c2)CC1 | -14.6%
O=C(O)c1cccc(CN2C(=O)S/C(=C/c3cccc([N+](=O)[O-])c3)C2=O)c1 | ?
CCn1nc(CNC(=O)C(c2cccnc2)N2CCOCC2)c2ccccc21 (stereo not drawn) | ?
O=C1CC(C(=O)O)C2(CCN(c3cc(C4CC4)ncn3)CC2)N1 (stereo not drawn) | -5.1%
CCO[C@H]1CN(C(=O)C2(c3ccc(OC)c(OC)c3)CCCC2)C[C@@H]1O | 16.9%
C/C(=N\NC(=O)c1ccc(C(C)(C)C)cc1)c1ccc2ccccc2c1 | -14.5%
CCOC(=O)CN(Cc1cccs1)CC1CCCO1 (stereo not drawn) | 14.1%
CCCc1noc(-c2cn(C3CCN(C(=O)c4ccc(N(C)C)cc4)CC3)nn2)n1 | 6.6%
CN1CC(n2ccnc2-c2cnc(-c3cccc4ccccc34)nc2)CCC1=O (stereo not drawn) | ?
COC(=O)c1cc2n(n1)CCN(C(=O)CNS(=O)(=O)c1cccs1)C2 | -1.6%
COCCN1C(=O)c2ccccc2C(C(=O)Nc2nc(C)cs2)C12CCCC2 (stereo not drawn) | -2.8%
COc1ccccc1C1CC(c2ccc(Br)cc2)=NN1CN1C(=O)C(=O)c2ccccc21 (stereo not drawn) | ?
CN1CCN(c2nc(-c3ccc(Cl)cc3)nc3ccccc23)CC1 | ?
O=C(N/N=C/c1ccc(Cl)s1)c1ccc2ccccc2c1 | -26.9%
O=C(NCC(c1cccnc1)N1CCOCC1)C(=O)Nc1ccc(F)cc1 (stereo not drawn) | -23.6%
CNC(=O)C1CCC(Cn2c(=O)c3sccc3n(CC(=O)N3CCCC3)c2=O)CC1 (stereo not drawn) | -3.4%
Cc1ocnc1C(=O)N1CCN(C(=O)C2CCC2)[C@@H]2CS(=O)(=O)C[C@@H]21 | 40.0%
CCOc1ccc(CC(=O)Nc2cccc(-c3nc4cccnc4s3)c2C)cc1 | -19.6%
Cc1cccc(C(C)C)c1NC(=O)c1ccc2c(c1)CCC2 | 6.0%
O=C(O)/C=C/c1ccccc1Cl | 5.5%
CC(C)CNC(=O)CN1CCN(Cc2nc3ccccc3o2)CC1 | 24.3%
COc1ccc(NC(C)=O)cc1S(=O)(=O)NC(c1ccc(F)cc1)c1cccs1 (stereo not drawn) | 9.2%
Further compounds follow:
SMILES | KDM5B inhibitor
COc1ccc(-c2nnc3n2CCN(C(=O)c2ccccc2)C3)cc1 | 23.5%
CN1c2cc(C(=O)NC3CCCCC3)ccc2C(=O)N2CCCC21 (stereo not drawn) | ?
Cc1c(CC(=O)Nc2nc3ccccc3[nH]2)c(=O)oc2cc(O)ccc12 | i
O=C(Cc1n[nH]c(=O)c2ccccc12)NC(c1ccccc1)C1CC1 (stereo not drawn) | 14.7%
COCc1nc2nccc(-c3ccsc3)n2n1 | 28.2µM*
CCNc1nc(NC(C)CC)nc(Oc2ccc(OCC)nn2)n1 (stereo not drawn) | -1.1%
NCCCC(=O)N1CCCC2(Cc3ccccc3CN2C(=O)c2ccccc2)C1 (stereo not drawn) | -17.1%[115 µM]
CC(C)CCn1c(=O)n(CC(=O)O)c(=O)c2c3c(sc21)COC(C)(C)C3 | 0.5%
CCCc1c(C)c2ccc(OCC(=O)c3ccccc3)cc2oc1=O | 14.7%
O=C(CSc1nccn1Cc1ccc(Cl)cc1)Nc1ccc2c(c1)OCCO2 | -15.3%
O=C1CCCC2=C1C(c1ccc(Br)cc1)c1c([nH]n(-c3ccccc3)c1=O)N2 (stereo not drawn) | 11.2%
CC(C)N1CC(c2nc(-c3ccc4nc[nH]c4c3)no2)CC1=O (stereo not drawn) | -4.4%
CCCCOc1ccc(CNC(=O)c2ccc3c(c2)N(C)C(=O)C2CCCCN32)cc1 (stereo not drawn) | ?
CCn1nc(C(=O)Nc2cccc(F)c2)c2ccccc2c1=O | -4.1%
O=C1[C@@H]2C[C@@H](O)CN2C2(CN(Cc3cccnc3)C2)C(=O)N1Cc1cccc(Cl)c1 | -27.9%[86.2 µM]
N#CC1=C(N)OC2=C(C1c1cccnc1)S(=O)(=O)N(Cc1ccccc1)c1ccccc12 (stereo not drawn) | -8.8%
O=C(CN(C(=O)CCC(=O)Nc1ccccn1)c1ccc(F)cc1)NCc1ccc(F)cc1 | 20.5%
CCn1cc(S(=O)(=O)N2C[C@@H](C(N)=O)[C@H](c3nc(COC)no3)C2)cn1 | -19.3%
COc1ccc(-c2noc(-c3cccn3CC(=O)N3CCN(c4ccccc4OC)CC3)n2)cc1F | ?
CC(Cc1ccncc1)Nc1nccc(-c2cnn(-c3ccccc3F)c2)n1 (stereo not drawn) | 28.2µM*
O=C(c1cnn2cc(CCO)cnc12)N1CCCC(CCc2ccc(F)cc2)C1 (stereo not drawn) | ?
CC(=O)Oc1ccc2c(C)c(CC(=O)NC3CCS(=O)(=O)C3)c(=O)oc2c1 (stereo not drawn) | 420.9%[activator]
COc1ccc(CCNC(=O)CN(c2cc(C(F)(F)F)ccc2Cl)S(C)(=O)=O)cc1OC | -8.4%
Cc1ccccc1N(Cc1cc(=O)[nH]c2ccccc12)C(=O)C(C)C | -0.7%
Cc1ccccc1NC(=O)N(C)[C@H]1C[C@H]2c3[nH]c4c(-c5ccccc5)cccc4c3CCN2C[C@H]1[C@H](C)O | ?
Cc1ccc2nc(CO[C@H]3CN(C4CCCCC4)C[C@H]3F)[nH]c2c1 | ?
COc1ccc(CCNC(=O)c2cc(-c3ccc(Cl)cc3)on2)cc1OC | -62.7%
CCOc1ccc(-c2nnc(SCC(=O)Oc3ccccc3)o2)cc1 | ?
COc1ccc(Cn2c(SCC(=O)NCc3ccccc3)nc3ccccc32)cc1 | ?
COc1ccccc1N(CCC#N)C(=O)CSc1ncnc2sc3c(c12)CCC3 | 4.9%
Cc1ccc(N(C(=O)c2csnn2)C(C(=O)NCc2ccccc2)c2ccccn2)cc1 (stereo not drawn) | -1.3%
O=C(NCc1ccncc1)C1CC(=O)N(c2n[nH]c3cccc(F)c23)C1 (stereo not drawn) | -25.5%
Cc1nc(N2CCCCC2)ncc1C(=O)N1C[C@@H](CN(C)C)C[C@H](CO)C1 | ?
COc1cc(/C=C/C(=O)O)cc(Br)c1OC(C)C | -10.9%
CCOC(=O)C(C)(C)Oc1cccc2c1S(=O)(=O)c1ccccc1-2 | 9.2%
CCCn1c(C(C)C)n[nH]c1=S | 5.7%
O=C(NCc1ccccn1)c1nn(-c2ccccc2F)nc1CO | -6.8%
COc1ccccc1N1CC(C(=O)NCCNC(=O)c2cn(C)c3ccccc23)CC1=O (stereo not drawn) | 14.6%
O=C(CCCc1ccccc1)NCC1CCCO1 (stereo not drawn) | 30.9%[activator]
CN1CCC(N(C)C(=O)c2nn(-c3ccccc3)c(=O)c3ccccc23)CC1 | 14.7%
COc1cc(C(=O)NCC(=O)Nc2c(C)cccc2C)ccc1OCc1ccccc1 | 9.5%
CCCC/C=C1/[C@H](c2ccc(Cl)cc2)N(Cc2ccc3c(c2)OCO3)C2=N[C@H](c3ccccc3)CC(=O)N21 | ?
CS(=O)(=O)N1CCCC(C(=O)NC2CCN(Cc3ccccc3)CC2)CCNC(=O)CC1 (stereo not drawn) | -10.7%
Cn1cnc([S+](=O)([O-])N2CCC3CC(=O)NCCC3C2)c1 (stereo not drawn) | 5.2%[149 µM]
COc1cccc(C(=O)N2CCC(n3cc(-c4nc(-c5ccccc5)no4)nn3)CC2)c1OC | -22.0%
Cc1n[nH]c(C)c1C(N)C(=O)N(C)Cc1ccnc2ccccc12 (stereo not drawn) | -15.2%
Cc1ccc(CNC(=O)CSc2nc3cc([N+](=O)[O-])ccc3o2)cc1 | -12.6%
Cc1cccc(CN2C(=O)c3ccccc3Sc3ccc(C(=O)NCCc4ccccc4)cc32)c1 | ?
O=C(NCc1ccccc1Cl)c1ccc(CSc2nc3ccncc3[nH]2)cc1 | 10.2%
